KCNH2 3.1 block – inhibitors of human KCNH2 3.1 potassium channel isoform; U2OS KCNH2 3.1, thallium flux FluxOr; hits give low values; activity change, % (tested at about 1.8 µM); hit rate 0.95% among 340,000;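 active = maximum activity change below -70%; inconclusive = maximum activity change from -70% to -50%; inactive = maximum activity change above -50%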;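 also: thallium influx rate constant from kinetic fluorescence after stimulation buffer; % is scaled to controls: 0 for no effect and ±100 for the full control effect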
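Steps: virus added to U2OS suspension (4 h, RT, dark); medium with 10% FBS added, cells plated, 37 C overnight; FluxOr/Red40 loading buffer 45 min RT; stimulation buffer, 2 min kinetic read; rate constant normalized.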
TRPV1 agonist – activates the human vanilloid receptor TRPV1; Q8NER1; TRPV1-expressing cells, Fluo-8 calcium influx, agonist mode; activation, % at 8.33 µM; hit rate 0.19% among 320,000; AID 540275; in the data active = activation above about 80%; inconclusive = between about 30% and that limit; also: 0% is about no effect
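TRPV1-expressing cells were cultured overnight at 35.5C and loaded with Fluo-8 calcium dye for 40 to 90 min at room temperature. After a 10 s baseline, compound was added and calcium influx was read kinetically for 3 min (ex 480/em 520 nm).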
GALK inhibitor – blocks human galactokinase activity | P51570 | Purified GALK, Kinase-Glo residual ATP luminescence | Potency, µM (top dose mostly 57.5 µM), for inactives: at the highest dose activity change, negative = inhibition, actives largely listed as inhibitors | hit rate 0.007% among 270,000 | AID 1868; also: potency is read from the fitted curve at half-maximal effect; % is scaled to controls: 0 for no effect and ±100 for the full control effect
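Galactose (100 uM) and ATP (35 uM) were turned over by 5 nM GALK for 1 h at RT. Kinase-Glo Plus then converted the remaining ATP into a luminescent signal.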
ASM inhibitor – inhibitors of human secretory acid sphingomyelinase; placental ASM, HMU-PC fluorogenic substrate, 60 min; Potency, µM (top dose mostly 57.5 µM), for inactives: at the top dose activity change, negative = inhibition, usual class: inhibitors; hit rate 0.006% among 340,000; AID 504937; also: potency is read from the fitted curve at half-maximal effect
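Human placenta-derived ASM preincubated with compound 10 min at room temperature, then reacted with 9 uM (final) fluorogenic HMU-PC substrate for 60 min at 37 C. Stop solution raises pH to 10; fluorescence read at Ex 386/Em 447 nm.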
AT treatment – potential ataxia-telangiectasia treatments restoring KAP-1 phosphorylation; […] A-T fibroblasts, KAP-1 phosphorylation AlphaLISA; neocarzinostatin DNA damage 30 min before lysis; Potency, µM (top dose mostly 57.5 µM), for the others: at the top dose activation, hits mostly activators; hit rate 0.19% among 320,000; AID 485349; also: potency is read from the fitted curve at half-maximal effect; % of control where 0% means no effect; nearly all actives have a fitted effect of over 45% in size
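ATM-like activity read as KAP-1 phosphorylation via AlphaLISA donor/acceptor antibody pairs after lysis and 6 hr at 25C. Cells were ATM-null patient fibroblasts ([…], hTERT), dosed 60 min, then exposed to the DSB inducer NCS for 30 min.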
KCNH2 WT inh – KCNH2 (human, wildtype) channel inhibition. hit rate 0.37% among 340,000. AID 720551. U2OS, BacMam KCNH2, thallium flux FluxOr; hits give low values. Q12809. activity change, % at 1.84 µM;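 active = maximum activity change below -70%; inconclusive = maximum activity change between -70% and -50%; inactive = maximum activity change above -50%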; also: % is scaled to controls: 0 for no effect and ±100 for the full control effect
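U2OS cells transduced with wild-type KCNH2 virus are loaded with FluxOr dye for 45 min, and thallium flux is measured in kinetic reads before and after stimulation buffer. Rate constants are normalized to DMSO controls.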
CXXC DNA block – MLL CXXC-DNA interaction inhibition; MLL-CXXC / FITC-HOXA9 DNA fluorescence polarization; Q03164; Potency, µM (highest dose often 115 µM), for the others: top-dose activity change, negative = inhibition, most hits filed as inhibitors; hit rate 0.037% among 290,000; active = well fitted inhibition curve with a large enough effect in the polarisation, with a control signal flat, not every such curve was filed as active; inconclusive = small, poorly fitted or top-dose-only effect, or effect the other way, or a change in a side signal; inactive = no such curve, though single readings can be large or run the other way; the % refers to the polarisation; also: potency is read from the fitted curve at half-maximal effect
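Purified MLL-CXXC (added from a 7 uM solution) was preincubated 5 min at ambient with pinned compounds in 50 mM Tris-HCl pH 7.5, 50 mM NaCl, 1 mM DTT, 0.05% BSA. Fluorescein-labeled HOX-A9 DNA (50 nM solution) followed, 30 min, then polarization read.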
Integrin act MD – activates integrin-mediated alleviation for muscular dystrophy; alpha7betagal myoblasts, beta-gal FDG fluorescence, 48 h; Potency, µM (highest dose often 38.3 µM), without a hit: at the highest dose activation, actives largely listed as activators; hit rate 0.064% among 350,000;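 also: potency is read from the fitted curve at half-maximal effect; 100% = response of the positive control SU9516; nearly all actives have a fitted effect of over 60% in size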
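alpha7betagal+/- myoblasts (passage 13, 250/well) treated 48 h at 37C with compounds at 1:260 dilution of DMSO stock. Lysed, then beta-galactosidase activity read as FDG fluorescence (ex 480/em 540) after 30 min, with pre-read for autofluorescence.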
Coupling enz – inhibits coupling enzyme system, counter-screen for aldolase hits. coupling enzyme system counterscreen, AmpLite Red fluorescence. activity change, negative = inhibition, % at 58.2 µM, hits read low. hit rate 0.67% among 290,000; in the data active = activity change below about -30%; also: % is scaled to controls: 0 for no effect and ±100 for the full control effect
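Fluorescence at 525 nm excitation and 598 nm emission measured inhibition of the coupled detection system without aldolase. Compounds (at 57.5 uM final) were preincubated 10 min at room temperature with coupling enzyme reagent before a 20 min substrate/AmpLite Red step.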
MBNL1 CUG block – inhibitors of human MBNL1 binding to CUG repeat RNA; Q9NR56; TR-FRET MBNL1-His/biotin-(CUG)12 binding, 665/545 ratio; Potency, µM (doses to about 57.5 µM), for the others: top-dose activity change, negative = inhibition, actives largely listed as inhibitors; hit rate 0.036% among 280,000; active = well fitted inhibition curve with a large enough effect in the signal ratio, with a control signal flat, not every such curve was filed as active; inconclusive = small, poorly fitted or top-dose-only effect, or effect the other way, or a change in a side signal; inactive = no such curve, though single readings can be large or run the other way; the % refers to the signal ratio; also: potency is read from the fitted curve at half-maximal effect; % is scaled to controls: 0 for no effect and ±100 for the full control effect
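Compounds (final 92 nM to 58 uM) are added to His-tagged MBNL1 and biotin-(CUG)12, then terbium anti-His antibody and streptavidin-XL665 (5 nM final). After 60 min at room temperature, the 665/545 nm ratio is read.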
Numbers without * were called inactive; i = inactive; ? = inconclusive; . = not tested or not shown; [ ] = dose if it differs, or a comment. Unless noted, calls follow the shape of the dose curve; as a rule, active = well fitted curve in the direction sought with a large enough effect; inconclusive = small, poorly fitted or top-dose-only effect, or another doubt; inactive = no such curve, though single readings can be large; an effect the other way counts as inactive or inconclusive.

SMILES	KCNH2 3.1 block	TRPV1 agonist	GALK inhibitor	ASM inhibitor	AT treatment	KCNH2 WT inh	CXXC DNA block	Integrin act MD	Coupling enz	MBNL1 CUG block
CCCCCCSc1cc(-c2nc3cnccn3c2NCc2ccccc2)ccc1OC	-18	28	.	.	18µM*	11	.	0%	.	.
CCOC(=O)c1c(C)[nH]c(C(=O)COC(=O)COc2ccccc2C)c1C	-2	0	-2%	-9%	3%	-2	-10%	-1%	-2	7%
CCC1S/C(=N/N=C/c2ccco2)N(Cc2ccccc2)C1=O (stereo not given)	-3	-7	1%	-3%	7%	6	-2%	1%	-5	-1%
c1ccc2oc(Cc3ccc(Cc4nc5ccccc5o4)cc3)nc2c1	-10	0	0%	-7%	-1%	1	2%	-27%	4	-4%
Cc1ccc(NC(=O)CSc2nnc(C3CC3)n2N)cc1S(=O)(=O)N1CCOCC1	0	3	-1%	-3%	1%	12	-1%	1%	-3	-1%
CCCn1c(N)c(N(CCOC)C(=O)c2cc(C)cc(C)c2)c(=O)[nH]c1=O	7	2	-1%	9%	4%	2	-16%	-1%	2	-9%
COc1ccc(C(=O)COC(=O)CCNS(=O)(=O)c2ccccc2)c(OC)c1	-1	4	.	-1%	-1%	7	.	2%	.	.
Cn1c(-c2cccc(F)c2)nc2c1c(=O)[nH]c(=O)n2Cc1ccccc1	1	4	9%	-16%	4%	0	9%	15%	0	-5%
O=C(Cc1ccc(Cl)cc1)NNC(=S)NC(=O)c1cccnc1	4	2	4%	3%	1%	-6	35%[activator]	39%	5	-7%
CN(C(=O)Cc1noc2ccccc12)c1ccccc1	4	-8	.	-1%	1%	5	-5%	-5%	-3	-8%[11.5 µM]
O=C(CN1CCOCC1)N1CCc2ccccc2C(c2ccccc2)C1 (stereo not given)	27	-2	1%	2%	10%	0	1%	4%	0	-20%
Cc1ccc(N2C(=O)C3C4CC(=O)C(c5ccccc54)C3C2=O)cc1C (stereo not given)	7	-1	1%	1%	0%	0	7%	7%	-8	-7%
CCOc1cc(N2CCOCC2)c(OCC)cc1NC(=O)c1ccc(S(=O)(=O)N2CC(C)OC(C)C2)cc1 (stereo not given)	23	.	.	-6%	.	-8	.	19%	.	.
CC(C)(C)NC(=O)C1Cc2ccccc2CN1C(=O)Nc1ccccc1Cl (stereo not given)	2	4	0%	1%	-4%	-8	-2%	1%	-1	-9%
COc1ccc(C(=O)OCC(=O)NCCN2C(=O)CSC2=O)cc1[N+](=O)[O-]	11	.	.	2%	44%	-1	.	4%	.	.
Cc1nn(C)cc1/C=C(/C#N)C(N)=O	18	-1	1%	3%	6%	1	12%	17%	-1	?
Cc1ccc(-c2nc(C)sc2CC(=O)Nc2cccc(C)c2C)cc1	5	7	2%	-1%	1%	-1	-2%	-9%	0	-5%
CCCCCc1nnc(NC(=O)c2ccc(=O)n(C)n2)s1	10	1	1%	-2%	1%	-16	1%	4%	2	3%
COc1cc2nc(Cl)nc(N3CCOCC3)c2cc1OC	0	-4	-1%	-3%	-5%	8	-1%	17%	0	-13%
Cc1ccc(C)c(S(=O)(=O)N2CCCC2CNC(=O)C(=O)NCCc2ccccc2)c1 (stereo not given)	-8	1	.	-2%	0%	-1	.	5%	.	.
CC[C@]12c3[nH]c4ccc(Cl)cc4c3CCN1C(=O)[C@@H](CC(=O)NCc1ccc(OC)c(OC)c1)C[C@@H]2C(=O)N1CCN(C(=O)C2CC2)CC1	-15	.	.	-2%	-4%[11.5 µM]	-26	.	0%	.	.
Cc1cc(NC(=O)CSc2nc3c(C)cccc3cc2C#N)no1	13	-3	1%	2%	-5%	-13	10%	-14%	3	32%[activator]
Cc1cc(/C=C2\Cc3ccccc3C2=O)c(C)n1-c1ccccc1	0	86*	.	172%[activator]	7%	3	58%[activator]	?	-13	27%
CC(C)(C)c1oc(C(=O)O)cc1CN1CCOCC1	34	-1	7%	0%	11%	1	5%	3%	1	4%
COc1ccc(-c2ccc(CCC(=O)O)o2)cc1	7	2	12%	-1%	0%	-6	1%	-1%	4	-15%
Cc1[nH]c2ccc(C(=O)NCCCN3CCN(C)CC3)cc2c1C	12	0	1%	2%	-4%	-4	24%	11%	0	48%[activator]
O=S(=O)(c1ccc(F)c2ccccc12)N1CCCCC1	-3	-5	3%	-2%	14%	0	1%	7%	2	-3%
C=CC[n+]1c(-c2ccccc2)csc1NC(C)(C)C	-8	5	-2%	-1%	3%	50	5%	4%	2	-4%
O=C1C2=C(C(=O)c3ccccc31)C1O[C@](c3ccsc3)(Cc3c1ccc1ccccc31)O2	.	i	.	.	-24%[11.5 µM]	.	6%[23 µM]	.	-12	4%[11.5 µM]
Cc1c(C)n(Cc2ccccc2)c2ncnc(Cl)c12	-19	7	.	-7%	1%	-3	5%	6%	-1	-6%
Cc1cc(C)nc(SCC(=O)Nc2ccc(Br)cn2)n1	6	2	1%	1%	1%	4	-27%	-24%	2	-2%
CCC1CN(C(=O)N2CCC(C(=O)Nc3ccccc3OC)CC2)c2ccccc2O1 (stereo not given)	8	1	4%	4%	-1%	-2	-1%	14%	.	-2%
O=C(Cn1nnc2ccccc21)NNC(=O)c1ccccc1	-12	7	0%	13%	-6%	-2	2%	2%	5	-14%
COc1ccc(C)cc1NC(=O)NCc1ccc(F)cc1	4	-1	-1%	2%	-4%	.	?	14%	2	0%
CCOC(=O)CN1C(c2ccc(O)cc2)Nc2ccc(Br)cc2C1c1ccccc1 (stereo not given)	-5	?	-1%	-17%	?	-5	3%	-51%[inhibitor]	-1	-5%
CN1CCN(C(=O)/C(=C/c2cn(S(=O)(=O)N(C)C)c3ccccc23)NC(=O)c2ccccc2Cl)CC1	-16	1	-2%	1%	1%	-14	11%	0%	.	-2%
COc1cc2c(cc1NC(=O)CSc1nnnn1-c1ccccc1)oc1ccccc12	?	0	-1%	-2%	7%	6	-13%	1%	1	5%
CCc1ccc(C(=O)CN2C(=O)C(C)N(c3ccc(C)cc3)C2=O)cc1 (stereo not given)	.	2	1%	0%	1%	-12	12%	7%	10	5%
CC(C)[C@H](NC(=O)[C@@H]1Cc2c([nH]c3ccccc23)C2c3ccccc3C(=O)N21)C(=O)N1CCC[C@@H]1C(=O)O (stereo not given in full)	5	-1	.	10%	5%	3	-3%	22%	-2	6%
CCOc1ccc(CCNC(=O)Cn2nc(C)c3c(C)n(-c4ccccc4)nc3c2=O)cc1OCC	15	-3	6%	3%	3%	6	31%	17%	7	-2%
CC(C)N1CSC(=S)N(Cc2ccccc2)C1	18	8	-1%	-2%	-3%	4	41%[activator]	-3%	2	-9%
O=C(CCCCCn1c(=S)[nH]c2cc3c(cc2c1=O)OCO3)N1CCN(C(=O)c2ccco2)CC1	-1	5	0%	3%	-1%	-14	6%	-10%	1	-14%
O=C(Cc1ccc([N+](=O)[O-])cc1)N1CCN=C1SCc1ccccc1	-19	10	-3%	-2%	3%	9	-1%	13%	4	19%
COc1ccc2nc(NC(=O)CN3CCOCC3)sc2c1	-7	4	-1%	0%	-2%	24	21%	25%	0	-2%
N#Cc1cc(O)c(-n2nnc3ccccc32)cc1C#N	4	2	5%	0%	-4%	8	1%	22%	4	9%
Cn1cnnc1SCC(=O)n1c2ccccc2c2ccccc21	-5	0	0%	0%	-3%	0	-1%	6%	1	-13%
C(=N\Nc1nc2ccccc2[nH]1)/c1c[nH]c2ccccc12	2	2	-2%	?	9%	5	-3%	-34%	0	.
CCn1c(CCl)nc2cc(S(=O)(=O)N3CCOCC3)ccc21	5	.	.	8%	2%	8	.	-51%[inhibitor]	.	.
Cc1ccc(NC(=O)Cc2nnc(N)s2)cc1	-3	.	2%	1%	-6%	-3	-5%	18%	2	.
COC1(OC)C(/C=C/c2ccc(C)cc2)C(C#N)(C#N)C1(OC)OC (stereo not given)	5	.	.	0%	.	-16	.	-47%[inhibitor]	.	.
O=C1Oc2ccccc2C(=O)/C1=C/c1ccccc1O	-8	12	-1%	5%	1%	-3	-17%	0%	6	18%

Among those listed so far, 2 contain a nitro group on carbon:
SMILES	KCNH2 3.1 block	TRPV1 agonist	GALK inhibitor	ASM inhibitor	AT treatment	KCNH2 WT inh	CXXC DNA block	Integrin act MD	Coupling enz	MBNL1 CUG block
COc1ccc(C(=O)OCC(=O)NCCN2C(=O)CSC2=O)cc1[N+](=O)[O-]	11	.	.	2%	44%	-1	.	4%	.	.
O=C(Cc1ccc([N+](=O)[O-])cc1)N1CCN=C1SCc1ccccc1	-19	10	-3%	-2%	3%	9	-1%	13%	4	19%

Source: PubChem
